Growth percent in the NCI-60 one-dose screen (48 h, 10 µM unless noted): 100 = growth as untreated, 0 = no growth, -100 = all killed.
HCT-116: HCT-116 colon cancer | actives 7.3% (n = 82,000) | AID 1794798
NCI-H522: NCI-H522 lung cancer; actives 8% (n = 78,000); AID 1794739
COLO 205: COLO 205 colon cancer. AID 1794742. actives 7.3% (n = 79,000)
NCI-H226: NCI-H226 lung cancer; actives 3.5% (n = 79,000)
HCT-15: HCT-15 colon cancer. AID 1794746. actives 5.2% (n = 82,000)
NCI-H322M: NCI-H322M lung cancer; actives 2.7% (n = 80,000)
NCI-H460: NCI-H460 lung cancer | actives 6.8% (n = 82,000) | AID 1794736
NCI/ADR-RES: NCI/ADR-RES ovarian cells; AID 1794790; actives 4.4% (n = 81,000)
NCI-H23: NCI-H23 lung cancer; actives 4% (n = 80,000)
Starred values were filed as active, the others as inactive; & = joins results of further samples. How the source made its calls: active means growth percent below 10; inactive means the rest. An unsorted share of the library (roughly 12% active in at least one column).

Start of the data: the first two records (preview)
Results for CCN=C1C=CC(=C(c2ccc(N)cc2)c2ccc(N(CC)CC)c(C)c2)C=C1 ?
HCT-116: -18*; NCI-H522: -5.5*; COLO 205: -43*; NCI-H226: -31*; HCT-15: 7.3*; NCI-H322M: 3.8*; NCI-H460: -54*; NCI/ADR-RES: 68; NCI-H23: -15*

What do the screens show for `COc1ccc(/C(O)=C/c2nc3cccc([N+](=O)[O-])c3[nH]c2=O)cc1`?
HCT-116: 111; NCI-H522: 112; COLO 205: 107; NCI-H226: 102; HCT-15: 103; NCI-H322M: 104; NCI-H460: 119; NCI/ADR-RES: 110; NCI-H23: 101

Main list, from the start:
Results for CCN=C1C=CC(=C(c2ccc(N)cc2)c2ccc(N(CC)CC)c(C)c2)C=C1 ?
HCT-116: -18*; NCI-H522: -5.5*; COLO 205: -43*; NCI-H226: -31*; HCT-15: 7.3*; NCI-H322M: 3.8*; NCI-H460: -54*; NCI/ADR-RES: 68; NCI-H23: -15*

What do the screens show for `COc1ccc(/C(O)=C/c2nc3cccc([N+](=O)[O-])c3[nH]c2=O)cc1`?
HCT-116: 111; NCI-H522: 112; COLO 205: 107; NCI-H226: 102; HCT-15: 103; NCI-H322M: 104; NCI-H460: 119; NCI/ADR-RES: 110; NCI-H23: 101

Results for O=[N+]([O-])c1ccc(Sc2nc3ccccc3[nH]2)c(Cl)c1 ?
HCT-116: 106; COLO 205: 110; NCI-H226: 90; HCT-15: 96; NCI-H322M: 98; NCI-H460: 105; NCI/ADR-RES: 106; NCI-H23: 97

Results for O=C1[C@H]2CCCC[C@H]2C(=O)N1OCc1ccccc1 ?
HCT-116: 105; NCI-H522: 82; COLO 205: 101; NCI-H226: 105; HCT-15: 116; NCI-H322M: 97; NCI-H460: 113; NCI/ADR-RES: 107; NCI-H23: 105

Results for N#C/C(=C\c1ccc[nH]1)c1cc(-c2ccc(Cl)cc2)nn1-c1ccccc1 ?
HCT-116: 22; COLO 205: 61; NCI-H226: 60; HCT-15: 58; NCI-H322M: 56; NCI-H460: 48; NCI/ADR-RES: 48; NCI-H23: 61

What do the screens show for `Cc1cccc(NC(=O)Cn2cc(CN3CCN(c4ccnc5cc(Cl)ccc45)CC3)nn2)c1`?
HCT-116: 95; NCI-H522: 80; COLO 205: 99; NCI-H226: 76; HCT-15: 89; NCI-H322M: 93; NCI-H460: 94; NCI/ADR-RES: 91; NCI-H23: 89

Results for Cn1c(=O)c2[nH]c(SCC(=O)Nc3ccc(C(=O)/C=C/c4ccc(Cl)cc4)cc3)nc2n(C)c1=O ?
HCT-116: 17; NCI-H522: 85; COLO 205: 112; NCI-H226: 88; HCT-15: 91; NCI-H322M: 104; NCI-H460: 102; NCI/ADR-RES: 100; NCI-H23: 98

How did c1nc2nonc2nc1C12CC3CC(CC(C3)C1)C2 do in these assays?
HCT-116: 78; NCI-H522: 70; COLO 205: 106; NCI-H226: 97; HCT-15: 88; NCI-H322M: 81; NCI-H460: 102; NCI/ADR-RES: 96; NCI-H23: 86

What do the screens show for `Nc1nc(N)c2cc(NCc3ccc(Cl)c(Cl)c3)ccc2n1`?
HCT-116: -88*; NCI-H522: -70*; COLO 205: -91*; NCI-H226: -75*; HCT-15: -80*; NCI-H322M: -79*; NCI-H460: -76*; NCI-H23: -88*

Results for OCCCc1ccc(Cl)cc1 ?
HCT-116: 90; NCI-H522: 103; COLO 205: 103; NCI-H226: 107; HCT-15: 100; NCI-H322M: 100; NCI-H460: 104; NCI/ADR-RES: 110; NCI-H23: 104

What do the screens show for `O=c1ncc2c([nH]1)-c1cn(Cc3ccccc3)c(-c3ccccc3)c1CC2`?
HCT-116: 87; NCI-H522: 80; COLO 205: 94; NCI-H226: 93; HCT-15: 95; NCI-H322M: 128; NCI-H460: 103; NCI/ADR-RES: 95; NCI-H23: 91

Results for COc1ccc2[nH]c(O)c(N=NC(=O)Cn3c(-c4ccccc4)nc4cc(Cl)c(Cl)cc43)c2c1 ?
HCT-116: 81; NCI-H522: 86; COLO 205: 97; NCI-H226: 75; HCT-15: 86; NCI-H322M: 97; NCI-H460: 91; NCI/ADR-RES: 91; NCI-H23: 92

What do the screens show for `OC(O)C(F)(F)F`?
HCT-116: 104; NCI-H522: 96; COLO 205: 113; NCI-H226: 105; HCT-15: 99; NCI-H322M: 103; NCI-H460: 107; NCI/ADR-RES: 108; NCI-H23: 101

How did CC(=O)Nc1ccc(-n2cnc3cc(-c4ccc(OCCN5CCCCC5)cc4)ccc32)cc1 do in these assays?
HCT-116: -51*; NCI-H522: 92; COLO 205: 107; NCI-H226: 74; HCT-15: 44; NCI-H322M: 104; NCI-H460: 4.5*; NCI/ADR-RES: 97; NCI-H23: 73

Results for c1ccc(C(CC2=NCCCN2)c2ccccc2)cc1 ?
HCT-116: 97; NCI-H522: 91; COLO 205: 102; NCI-H226: 98; HCT-15: 114; NCI-H322M: 100; NCI-H460: 102; NCI/ADR-RES: 101; NCI-H23: 100

How did CC(=O)OC(OC(C)=O)C1CCCO1 (stereo unspecified) do in these assays?
HCT-116: 91; COLO 205: 105; NCI-H226: 103; HCT-15: 104; NCI-H322M: 114; NCI-H460: 109; NCI/ADR-RES: 94; NCI-H23: 97

Results for Cc1ccc(Cc2ccccc2)cc1 ?
HCT-116: 108; NCI-H522: 88; COLO 205: 106; NCI-H226: 105; HCT-15: 113; NCI-H322M: 109; NCI-H460: 109; NCI/ADR-RES: 110; NCI-H23: 104

Results for Cc1c(C)c([N+](=O)[O-])c(C)c([N+](=O)[O-])c1C ?
HCT-116: 105; NCI-H522: 77; COLO 205: 122; NCI-H226: 108; HCT-15: 108; NCI-H322M: 115; NCI-H460: 112; NCI/ADR-RES: 108; NCI-H23: 116

Results for S=C(Nc1ccccc1)N1CCN(c2ccccc2)CC1 ?
HCT-116: 104; NCI-H522: 96; COLO 205: 99; NCI-H226: 95; HCT-15: 102; NCI-H322M: 95; NCI-H460: 109; NCI/ADR-RES: 102; NCI-H23: 106

How did CN(C)CCN1C(=O)c2ccccc2N(C)c2ccccc21 do in these assays?
HCT-116: 98; NCI-H522: 94; COLO 205: 126; NCI-H226: 109; HCT-15: 115; NCI-H322M: 101; NCI-H460: 105; NCI/ADR-RES: 103; NCI-H23: 103

Results for CCn1cc2c(cc1=O)-c1nc3ccccc3c3ccnc(c13)C2=O ?
HCT-116: 50; NCI-H522: 39; COLO 205: 61; NCI-H226: 63; HCT-15: 50; NCI-H322M: 76; NCI-H460: 2.9*; NCI/ADR-RES: 72; NCI-H23: 28

How did Oc1[nH]c(=S)sc1/C=C1\C(Cl)=Nc2ccccc21 do in these assays?
HCT-116: 86; NCI-H522: 78; COLO 205: 95; NCI-H226: 79; HCT-15: 85; NCI-H322M: 90; NCI-H460: 93; NCI/ADR-RES: 88; NCI-H23: 78

Results for CCSc1nc2c(c(=O)n(C)c(=O)n2C)n1C ?
HCT-116: 93; NCI-H522: 70; NCI-H226: 94; HCT-15: 116; NCI-H322M: 133; NCI-H460: 111; NCI/ADR-RES: 110; NCI-H23: 100

Results for c1ccc(Cn2c(N=Nc3c(Nc4ccccc4)ccc4ccccc34)nc3ccccc32)cc1 ?
HCT-116: 102; NCI-H522: 123; COLO 205: 115; NCI-H226: 95; HCT-15: 98; NCI-H322M: 88; NCI-H460: 99; NCI/ADR-RES: 109; NCI-H23: 114

Results for O=c1[nH]c2ccccc2n2cc3cccnc3c12 ?
HCT-116: 33; NCI-H522: 58; COLO 205: 70; NCI-H226: 64; HCT-15: 70; NCI-H322M: 116; NCI-H460: 37; NCI/ADR-RES: 59; NCI-H23: 78

What do the screens show for `O=S(=O)(c1ccccc1)N1CCN(S(=O)(=O)c2ccccc2)CC1`?
HCT-116: 98; NCI-H522: 102; COLO 205: 101; NCI-H226: 87; HCT-15: 99; NCI-H322M: 102; NCI-H460: 105; NCI/ADR-RES: 91; NCI-H23: 88

How did COc1cc(/C=C2\Oc3cc(O)ccc3C2=O)cc(OC)c1 do in these assays?
HCT-116: 59; NCI-H522: 56; COLO 205: 117; HCT-15: 48; NCI-H322M: 71; NCI-H460: 62; NCI/ADR-RES: 93; NCI-H23: 90

How did C#CCNC1CCC(c2csc(C#C)n2)=C1C (stereo unspecified) do in these assays?
HCT-116: 81; NCI-H522: 50; COLO 205: 105; NCI-H226: 75; HCT-15: 97; NCI-H322M: 91; NCI-H460: 99; NCI/ADR-RES: 34; NCI-H23: -39*

How did NC(N)=N/N=C\c1cccc(OCc2ccccc2)c1 do in these assays?
HCT-116: 42; NCI-H522: 62; COLO 205: -71*; NCI-H226: 86; HCT-15: 45; NCI-H322M: 92; NCI-H460: 95; NCI/ADR-RES: 77; NCI-H23: 79

What do the screens show for `CCN(CC)c1ccc(/C=C2/NC(=O)NC2=O)cc1`?
HCT-116: 20; NCI-H522: 14; COLO 205: 3.9*; NCI-H226: 81; HCT-15: 37; NCI-H322M: 79; NCI-H460: 21; NCI/ADR-RES: -32*; NCI-H23: 45

How did COc1ccc(Cn2cc(C(=O)N=Nc3c(O)[nH]c4ccc(Cl)cc34)nn2)cc1 do in these assays?
HCT-116: 107; NCI-H522: 91; COLO 205: 117; NCI-H226: 97; HCT-15: 109; NCI-H322M: 104; NCI-H460: 102; NCI/ADR-RES: 115; NCI-H23: 104

How did O=C(CO)C(O)C(O)C(O)C(O)CO (stereo unspecified) do in these assays?
HCT-116: 97&100; NCI-H522: 108&102; COLO 205: 103&107; NCI-H226: 101&96; HCT-15: 103&103; NCI-H322M: 105&107; NCI-H460: 108&109; NCI/ADR-RES: 107&106; NCI-H23: 102&104

How did Cc1cc2oc(=O)cc(CP(=O)(O)O)c2cc1O do in these assays?
HCT-116: 100; NCI-H522: 94; COLO 205: 104; NCI-H226: 102; HCT-15: 96; NCI-H322M: 91; NCI-H460: 103; NCI/ADR-RES: 105; NCI-H23: 100

What do the screens show for `CNC(=O)Cn1c2c(sc1=O)[C@H]1[C@@H](O)[C@@H](O)[C@H](O)[C@@H]1CS2`?
HCT-116: 112; NCI-H522: 96; COLO 205: 118; NCI-H226: 98; HCT-15: 103; NCI-H322M: 106; NCI-H460: 106; NCI/ADR-RES: 103; NCI-H23: 102

Results for Oc1ccc(Nc2ccnc3cc(Cl)ccc23)cc1CN1CCCC1 ?
HCT-116: 38; NCI-H522: 65; COLO 205: 66; NCI-H226: 74; HCT-15: 54; NCI-H322M: 69; NCI-H460: 75; NCI/ADR-RES: 82; NCI-H23: 96

What do the screens show for `CCN(Cc1ccc(CN(CC)C(=O)C(Cl)(Cl)Cl)cc1)C(=O)C(Cl)(Cl)Cl`?
HCT-116: 56; NCI-H522: 74; COLO 205: 96; NCI-H226: 84; HCT-15: 94; NCI-H322M: 118; NCI-H460: 87; NCI/ADR-RES: 87; NCI-H23: 68

Four successive compounds out of the list so far:
How did COc1cc(/C=C2\Oc3cc(O)ccc3C2=O)cc(OC)c1 do in these assays?
HCT-116: 59; NCI-H522: 56; COLO 205: 117; HCT-15: 48; NCI-H322M: 71; NCI-H460: 62; NCI/ADR-RES: 93; NCI-H23: 90

How did C#CCNC1CCC(c2csc(C#C)n2)=C1C (stereo unspecified) do in these assays?
HCT-116: 81; NCI-H522: 50; COLO 205: 105; NCI-H226: 75; HCT-15: 97; NCI-H322M: 91; NCI-H460: 99; NCI/ADR-RES: 34; NCI-H23: -39*

How did NC(N)=N/N=C\c1cccc(OCc2ccccc2)c1 do in these assays?
HCT-116: 42; NCI-H522: 62; COLO 205: -71*; NCI-H226: 86; HCT-15: 45; NCI-H322M: 92; NCI-H460: 95; NCI/ADR-RES: 77; NCI-H23: 79

What do the screens show for `CCN(CC)c1ccc(/C=C2/NC(=O)NC2=O)cc1`?
HCT-116: 20; NCI-H522: 14; COLO 205: 3.9*; NCI-H226: 81; HCT-15: 37; NCI-H322M: 79; NCI-H460: 21; NCI/ADR-RES: -32*; NCI-H23: 45

Later entries:
What do the screens show for `Cc1ccc(Cn2c(N3CCC(C(=O)NCc4cccs4)CC3)nc3ccccc32)cc1`?
HCT-116: 58; NCI-H522: 107; COLO 205: 97; HCT-15: 87; NCI-H322M: 114; NCI-H460: 82; NCI/ADR-RES: 86; NCI-H23: 85

What do the screens show for `NC(=O)CCCN1C/C(=C\c2ccccc2)C(=O)c2ccccc21`?
HCT-116: 101; NCI-H522: 80; COLO 205: 105; NCI-H226: 86; HCT-15: 105; NCI-H322M: 88; NCI-H460: 111; NCI/ADR-RES: 109; NCI-H23: 96

How did C(=C/c1nc2ccccc2nc1CCN1CCCCC1)/c1ccc2c(c1)OCO2 do in these assays?
HCT-116: 73; NCI-H522: 72; COLO 205: 55; NCI-H226: 83; HCT-15: 77; NCI-H322M: 85; NCI-H460: 89; NCI/ADR-RES: 82; NCI-H23: 88

How did CCCN(CCC)C(=O)CCN1C(=O)/C(=C/c2ccc(O)cc2)SC1=S do in these assays?
HCT-116: 107; NCI-H522: 89; COLO 205: 113; NCI-H226: 95; HCT-15: 98; NCI-H322M: 96; NCI-H460: 102; NCI/ADR-RES: 95; NCI-H23: 102

Results for CC(C)c1ccc(NC(=O)Nc2ccc(NC(=O)c3ccccc3N)cc2)cc1 ?
HCT-116: 52; NCI-H522: 27; COLO 205: 62; NCI-H226: 74; HCT-15: 51; NCI-H322M: 55; NCI-H460: 23; NCI/ADR-RES: 89; NCI-H23: 59

Results for COc1cc2c(cc1OC)C1CC(c3ccccc3)=C(c3ccccc3)CN1CC2 (stereo unspecified) ?
HCT-116: 41; NCI-H522: 66; COLO 205: 68; NCI-H226: 78; HCT-15: 69; NCI-H322M: 71; NCI-H460: 60; NCI/ADR-RES: 76; NCI-H23: 65

What do the screens show for `COc1cccc(OC)c1O[C@@H](c1ccccc1)[C@H](O)CO`?
HCT-116: 101; NCI-H522: 114; COLO 205: 123; NCI-H226: 107; HCT-15: 109; NCI-H322M: 107; NCI-H460: 112; NCI-H23: 104

Assay outcomes from PubChem.
